Pf Dd2 growth: qHTS Primary assay for Inhibitors of Plasmodium falciparum Dd2 growth in vitro. P. falciparum Dd2 growth, SYBR Green, 72 h. actives 4.3% (n = 120,000). Potency, µM (top dose mostly 28.9 µM), for inactives: top-dose activity, negative = inhibition, usual class: inhibitors; active = well fitted inhibition curve with a large enough effect; inconclusive = small, poorly fitted or top-dose-only effect; inactive = no such curve, though single readings can be large or run the other way;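 also: plate controls were DMSO vehicle for no effect and reference drug for full effect; nearly all actives have a fitted effect of over 65% in size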
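Readout: SYBR Green fluorescence, 485 nm excitation, 535 nm emission, after ~16 h lysis at 37C. Before that, Dd2-infected red cells (2.5% hematocrit) grew 72 h with compound, 29 uM top final concentration.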
Starred values were filed as active, the others as inactive; i = inactive; ? = inconclusive; [ ] = remark or other dose. Potency is read from the fitted curve at half-maximal effect.

SMILES	Pf Dd2 growth
CC(C)(C)CC(=O)NC[C@H]1OC[C@@H](NC2CCCC2)[C@@H]1O	i
CC(=O)c1cc(CC(=O)N2CCC3(CCCN(C(C)C)C3=O)C2)cs1 (configuration not stated)	-4%
O=C(C1CC1)N1CCCC(c2nn(-c3ccc(Cl)cc3)c(=O)[nH]2)C1 (configuration not stated)	i
Cc1nonc1CC(=O)N1CCCC(c2nnc(Cn3cccn3)n2C)C1 (configuration not stated)	-13%
O=C(NCCCc1ccccc1)C1CCCN(c2nc3ncccc3o2)C1 (configuration not stated)	?
COc1ccc(CNC(=O)CN(c2ccc(C)cc2)S(=O)(=O)c2c(C)n[nH]c2C)cc1	?
CCc1ncc(C(=O)N2CCN(Cc3ccccc3C#N)CC2)cn1	-3%
CCOc1ccc(C2C(C(N)=O)=C(C)Nc3nc(SCc4ccccc4F)nn32)cc1 (configuration not stated)	-9%
CCc1ccccc1NC(=O)C1CN(S(=O)(=O)c2cccnc2)CC12CCCCC2 (configuration not stated)	?
COCC(=O)NC[C@H]1OC[C@@H](NC2CCN(C)CC2)[C@@H]1O	36%[activator][44.1 µM]
CS(=O)(=O)N1CCCC(C(=O)NCCc2ccccc2)CCNC(=O)CC1 (configuration not stated)	-9%
O=C(CCC1CCN(C(=O)c2ccccc2)CC1)Nc1ccccc1	-1%
COC[C@@H]1CN(Cc2cc(C)nn2C)C[C@H]1c1nc(C2CC2)no1	5%
COc1ccc(CC(=O)N2CCC3(CC2)CC(N[S+](C)(=O)[O-])c2ccccc23)cc1 (configuration not stated)	?
CN1CCN(C(=O)c2cnn(-c3cccc(F)c3)c2C2CCN(C(=O)OC(C)(C)C)CC2)CC1	22%
O=C1Nc2ccccc2O[C@H]2C[C@@H]1N(C(=O)c1ccc(Cl)cc1)C2	-3%[44.1 µM]
Cc1oc(-c2ccc(C(=O)NCc3ccc(F)cc3)cc2)nc1CS(=O)c1ccccc1 (configuration not stated)	8%
O=C(CCc1nc2ccccc2s1)N1CCC(Cc2noc(C3CCOCC3)n2)C1 (configuration not stated)	?
CCCN1CCCc2cc(CN(CCCN3CCOCC3)C(=O)Nc3ccc(OCC)cc3)ccc21	?
COc1cccc(C2c3c(oc4ccc(C)cc4c3=O)C(=O)N2CCCN2CCOCC2)c1OC (configuration not stated)	22%
COCCN1CCC(CN(Cc2ccncc2)C(=O)c2ccc(F)c(C)c2)CC1	-28%
COc1ccc2[nH]c3c(c2c1)CCN(C)C31CCN(C(=O)c2cccnc2)CC1	17%
CCC(=O)N1CCC(Cc2noc(-c3ccccc3)n2)C1 (configuration not stated)	?
COCCNC(=O)Cc1c[nH]c2ncc(-c3cccnc3)cc12	?
COc1ccc(C(=O)CC2(O)C(=O)Nc3c(C)cccc32)c(OC)c1OC (configuration not stated)	31%[activator]
C[C@@H](NCC1CCCC1)c1onc(-c2cccnc2)c1C(=O)O	19%[44.1 µM]
COc1ccccc1OC1(C(=O)O)CCN(Cc2cnn(C(C)C)c2)CC1	-3%
Cc1ccc(-n2cc(C(=O)OCc3ccc(Cl)cc3)c3ccccc3c2=O)cc1	-5%
CN(C(=O)c1ccc(C(F)(F)F)cc1)C1CCCc2ccccc21 (configuration not stated)	?
OCCn1nc(-c2ccncc2)nc1CC12CC3CC(CC(O)(C3)C1)C2	2%
O=C(CSc1nc2c([nH]c3ccccc32)c(=O)n1-c1ccccc1)Nc1ccc(Cl)c(Cl)c1	?
COc1nc2c(cc1CNC(=O)CO)C(=O)N(CCc1ccccn1)C2	i
CN1CCC2(C1)CN(Cc1ccccc1)c1ccc(C(=O)NC3CCCCC3)cc12 (configuration not stated)	i
Cn1cc(C(=O)N2CCC3(CC2)c2nc[nH]c2CCN3S(C)(=O)=O)cn1	13%
CCOC(=O)c1ccc(NC(=O)CN(Cc2ccc(C)cc2)S(=O)(=O)c2ccc(C)cc2)cc1	i
COc1ccc(N2CC3CCC(C2)N3[S+](C)(=O)[O-])cc1	14%
Cc1ccc(NC(=O)N(Cc2ccc3c(c2)OCO3)C2CCN(Cc3ccccc3)CC2)cc1C	-28%
COc1ccc(CNC(=O)C[C@@H]2O[C@H](Cn3cc(CN(C)Cc4ccccc4)nn3)[C@@H](O)[C@H]2O)cc1	28%
O=C(c1cc2n(n1)CC(c1ccc3c(c1)OCO3)OC2)N1CCN(c2ccccc2)CC1 (configuration not stated)	0%
CC(C)NC(=O)N1C2CCC1CN(c1ccc(C(F)(F)F)cc1)C2	?
COc1cc(NC(=O)C(Cc2ccccc2)NS(=O)(=O)c2cccc3nsnc23)cc(OC)c1 (configuration not stated)	-29%
COc1ccc(OC)c(NC(=O)Cn2c(=O)n(-c3cccc(C)c3)c(=O)c3c2cc(C)n3C)c1	i
N#Cc1cccc(CN2CCN(c3nccc(Cl)n3)C(=O)C2)c1	-22%[44.1 µM]
COCCC(=O)N1C[C@@H](COC)[C@H](c2nc(C)no2)C1	25%
CN(Cc1ccccc1)Cc1cn([C@H]2CO[C@H]3[C@@H]2OC[C@@H]3NC(=O)CCC(=O)O)nn1	9%[44.1 µM]
CCN(Cc1ccccc1)S(=O)(=O)c1ccc(F)c(C(=O)Nc2ccc(C(C)C)cc2)c1	?
O=C(c1ccc(Cl)s1)N1CCC(n2cnnc2C2CC2)CC1	-11%
COC1C(=O)N(CC2CC2)C12CCN(C(=O)c1ccc(C)s1)CC2 (configuration not stated)	3%
O=C1N[C@H](CC(=O)N2CCN(Cc3ccc4c(c3)OCO4)CC2)C(=O)Nc2ccccc21	?
CCN(CC)Cc1cnc2c(C(=O)NC3CCCN(C(C)=O)C3)cnn2c1 (configuration not stated)	5%
O=C(CN1CCCc2nc(-c3ccccc3)ncc2C1=O)NC1CC1	-2%
CC(C)c1nc2c(c(-c3ccc(Cl)cc3)n1)CCN([S+](=O)([O-])c1ccccc1)CC2	11µM*
O=C(c1ccc2ccccc2c1)N1C[C@@H]2C[C@H](C1)c1ccc(NS(=O)(=O)Cc3ccccc3)c(=O)n1C2	i
CCCN(C)C(=O)c1c(-c2ccccc2)noc1[C@H](C)O	-2%[44.1 µM]
CC(C)CCNc1nc2c(S(=O)(=O)c3ccc(Br)cc3)nnn2c2ccsc12	i
CN(CC1CCOC1)S(=O)(=O)c1ccc(F)cc1F (configuration not stated)	3%[5.79 µM]
COc1ccc(C(=O)N2CCCCCCNC(=O)[C@@H]3C[C@@H](c4nc(C(C)C)no4)C[C@@H]32)c(OC)n1	i
CCOCc1nc(C2CCCN(C(=O)c3ccc(OC)cc3OC)C2)no1 (configuration not stated)	i
CCN1CCSc2ccc(C(=O)NCc3ccc(OC)cc3)cc21	-21%
O=C(O)CCC(=O)N1CCC2(CC1)Cc1ccccc1N(C(=O)c1ccc(Cl)cc1)C2	?

Among those listed so far, four contain a thiophene ring, fused or not.
SMILES	Pf Dd2 growth
CC(=O)c1cc(CC(=O)N2CCC3(CCCN(C(C)C)C3=O)C2)cs1 (configuration not stated)	-4%
O=C(c1ccc(Cl)s1)N1CCC(n2cnnc2C2CC2)CC1	-11%
COC1C(=O)N(CC2CC2)C12CCN(C(=O)c1ccc(C)s1)CC2 (configuration not stated)	3%
CC(C)CCNc1nc2c(S(=O)(=O)c3ccc(Br)cc3)nnn2c2ccsc12	i

Compounds listed so far with a tert-butyl group, in the order listed:
SMILES	Pf Dd2 growth
CC(C)(C)CC(=O)NC[C@H]1OC[C@@H](NC2CCCC2)[C@@H]1O	i
CN1CCN(C(=O)c2cnn(-c3cccc(F)c3)c2C2CCN(C(=O)OC(C)(C)C)CC2)CC1	22%

Going on with the list:
SMILES	Pf Dd2 growth
CCN1CCN(CCCNC(=O)Cn2c(-c3cccs3)cc3cc(F)ccc32)CC1	?
O=C(COc1ccc(F)cc1)N1CCC(c2n[nH]c(=O)n2-c2ccccc2)CC1	?
N#Cc1cccc(-c2cn3c(n2)N(C(=O)c2cnccn2)CCC3)c1	-20%
Cc1ccc2c(c1)c(Cn1cnc(-c3ccccc3)c1-c1cnc[nH]1)nn2C	-21%
CCOc1ccccc1NS(=O)(=O)c1ccc2[nH]c3c(c2c1)CCCCC3	-13%
O=C1CCN(Cc2ccc(C(F)(F)F)cc2)CCCC(c2nc(-c3cccnc3)no2)CCN1 (configuration not stated)	?
N#Cc1nc(-c2ccc(COc3ccc(Cl)cc3)o2)oc1N1CCN(c2ccccc2)CC1	1%
Cc1noc2nc3c(c(C(=O)N[C@H]4CC[C@H]4NC4CCCC4)c12)CCC3	?
CCN(CC)S(=O)(=O)c1ccc(N2CCCCS2(=O)=O)cc1	15%
CC(C)N(C)S(=O)(=O)c1ccc2c(c1)CCN(C(=O)c1cscn1)C2	13%
CN(C)C(=O)N(C)C1CCc2ccccc2C1 (configuration not stated)	11%[44.1 µM]
COCCCNC(=O)CSc1c2c(nc3ccc(Cl)cc13)CCCC2	3%
CCOc1ccc2c(n1)CCN(C(=O)Nc1ccc(C)cc1C)C2	-17%
Cc1ccc(C(=O)O)cc1NC(=O)c1nsc2ccccc12	20%
O=C1CS(=O)(=O)C2(C(=O)N(Cc3ccccc3)c3ccccc32)N1c1ccc(F)c(Cl)c1 (configuration not stated)	?
O=C(c1ccc2ccccc2n1)N1CCC(c2n[nH]c(=O)n2-c2ccccc2)CC1	12%
COc1cccc(Cn2cnc3c2c(=O)n(C)c(=O)n3C)c1	37%[activator][5.79 µM]
Cn1c(Cn2ccnc2)nnc1C1CCCN(C(=O)CSCC2CC2)C1 (configuration not stated)	-1%
CO[C@H]1C(=O)N(C2CCN(C(=O)c3ccc4[nH]ccc4c3)CC2)[C@H]1c1ccncc1	-10%
O=c1[nH]c(C2CCN([S+](=O)([O-])c3cccc(C(F)(F)F)c3)CC2)nn1-c1ccc(F)cc1	i
NC1(Cc2cc(C(=O)N3CCCCC3)on2)COC1	i
CCOC(=O)c1c(C)[nH]c(C)c1S(=O)(=O)N1CCC(C(=O)NCc2cccc(C)c2)CC1	66%[activator]
O=C(Cc1ccccc1F)N1CCCC(c2nc(C3CCOCC3)no2)C1 (configuration not stated)	7%
O=C(Nc1cc(F)cc(F)c1)Nc1cccc(-c2ccc(N3CCOCC3)nn2)c1	?
O=C(NC1C[C@H]2CC[C@@H](C1)N2C(=O)CCc1nc2ccccc2s1)c1ccncc1 (some centres not stated)	i
O=C(Cn1cnc(S(=O)(=O)N2CCCC2)c1)Nc1ccc(OC(F)(F)F)cc1	-5%
O=C(NCCn1cccn1)c1cccc(S(=O)(=O)NC2CCNCC2)c1	-7%
CCOC(=O)c1c(S(=O)(=O)N2CCC(C(=O)N3CCN(c4cc(C)ccc4C)CC3)CC2)c(C)n(C)c1C	?
CCC(C)NC(=O)C1CCN(S(=O)(=O)c2ccc3c(c2)CCCN3C(C)=O)CC1 (configuration not stated)	0%
Cc1ccc(C)c(CN2CCC(CNC(=O)c3cc4ccc5cccnc5c4[nH]3)CC2)c1	2.8µM*
O=C(N1CCC(n2cc(-c3nc(C4CC4)no3)nn2)C1)C1(c2ccccc2)CC1 (configuration not stated)	-2%
CS(=O)(=O)N(C1CC1)C1CCOC2(CCN(C(=O)COc3ccc(F)cc3)CC2)C1 (configuration not stated)	i
C=CCN1CC2(CCC1=O)CCN(C(=O)[C@H](OC)c1ccccc1)CC2	-9%
CCS(=O)(=O)N(C1CC1)C1CCOC2(CCN(C(=O)c3cc(F)ccc3F)CC2)C1 (configuration not stated)	-3%
COc1ccc(C(=O)N2CCC(Oc3ccc(C(=O)N4CCOCC4)cn3)CC2)cc1	-13%
CN1CCN(c2ccc3ncn(-c4cccnc4)c(=O)c3n2)CC1	17%[44.1 µM]
CCc1ccccc1NC(=O)CSc1nc2c(c(=O)[nH]1)CN(Cc1ccccc1OC)CC2	i
CCOC(=O)CNc1ncnc2c1nnn2C	53%[activator]
Cc1ccc(CN2CCc3nc(N(C)C)[nH]c(=O)c3CC2)cc1C	16%[5.79 µM]
Cc1ccc(NC(=O)CSc2nnc3nc(C)cc(C)n23)cc1	11%
O=C(NC1CCc2nnc(C3CC3)n2CC1)c1ccoc1 (configuration not stated)	i
O=C1Nc2ccccc2CC12CCCN2Cc1ccc(C(F)(F)F)cc1 (configuration not stated)	?
O=S(=O)(Nc1cccn2ncnc12)c1ccc(C2CCCCC2)cc1	i
O=C(CSc1ccccn1)NCc1cccnc1Oc1ccccc1	-9%
CCc1nnc2n1N(C(C)=O)C(c1ccc(C(C)(C)C)cc1)=C(C(C)=O)S2	3.2µM*
O=C(C[C@@H]1CCNC[C@@H]1Cc1cc(COc2ccccc2)on1)NCc1ccco1	i
COC(=O)c1ccc(NC(=O)c2cnn(-c3ccc(Cl)cc3)c2C2CCN(C(=O)OC(C)(C)C)CC2)cc1	7.9µM*
COc1ccc(CNC(=O)c2cc3c(N4CCCC4)nc(C)cn3n2)c(OC)c1	?
Cc1ccc(NC(=O)Cn2cc(S(=O)(=O)Cc3ccc(F)cc3)c3ccccc32)cc1Cl	i
O=C(c1ccccc1F)N1CCN(c2cc(-c3ccc(F)cc3)[nH]n2)CC1	i

Reprinted at random: 2 compounds from above, in no set order.
SMILES	Pf Dd2 growth
Cc1ccc(NC(=O)Cn2cc(S(=O)(=O)Cc3ccc(F)cc3)c3ccccc32)cc1Cl	i
O=C(C[C@@H]1CCNC[C@@H]1Cc1cc(COc2ccccc2)on1)NCc1ccco1	i

A different layout for some results above:
> COC(=O)c1ccc(NC(=O)c2cnn(-c3ccc(Cl)cc3)c2C2CCN(C(=O)OC(C)(C)C)CC2)cc1
  Pf Dd2 growth = 7.9µM*
> COc1ccc(CNC(=O)c2cc3c(N4CCCC4)nc(C)cn3n2)c(OC)c1
  Pf Dd2 growth = ?
> Cc1ccc(NC(=O)Cn2cc(S(=O)(=O)Cc3ccc(F)cc3)c3ccccc32)cc1Cl
  Pf Dd2 growth = i

This is a subset. The share of hits here may be higher or lower than overall.
